ERp5 block: inhibitors of ERp5-driven insulin aggregation, primary screen, biochemical, turbidity, absorbance 650 nm, single point; Protein disulfide-isomerase A6 (Homo sapiens), Q15084; 90 min; inhibition, % at 9.99 µM; 350,000 compounds, 0.05% hits;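 active means mean replicate inhibition above about 25%, with every replicate also reaching it, limit read from the data, passing the limit was not always enough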
Target sequence (Q15084 whole entry, looked up): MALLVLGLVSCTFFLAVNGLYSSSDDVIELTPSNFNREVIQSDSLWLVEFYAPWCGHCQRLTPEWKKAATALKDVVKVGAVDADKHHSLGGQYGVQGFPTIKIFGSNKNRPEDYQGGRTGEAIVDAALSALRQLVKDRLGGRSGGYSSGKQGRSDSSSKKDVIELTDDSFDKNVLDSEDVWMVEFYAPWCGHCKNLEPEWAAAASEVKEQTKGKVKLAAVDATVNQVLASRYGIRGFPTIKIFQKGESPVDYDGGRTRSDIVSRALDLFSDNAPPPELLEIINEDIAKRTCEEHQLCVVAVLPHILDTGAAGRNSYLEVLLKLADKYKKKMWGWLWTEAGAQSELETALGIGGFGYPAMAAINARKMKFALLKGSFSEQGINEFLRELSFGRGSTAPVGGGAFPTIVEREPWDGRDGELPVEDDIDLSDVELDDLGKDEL
ARNT TACC3 PPI: disruptors of ARNT/TACC3 protein interaction, primary screen, biochemical, AlphaScreen, single concentration; AlphaScreen His-ARNT PAS-B/GST-TACC3 binding, luminescence; TACC3 fragment carries E629A point mutation; AID 623870, 2012; inhibition, % at 9.99 µM; 390,000 compounds, 0.66% hits; Transforming acidic coiled-coil-containing protein 3 (Homo sapiens), Q9Y6A5;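 active means mean inhibition of replicates at least 50% and at least half of replicates each reaching 50%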;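 further: 0% = complete ARNT plus TACC3 wells and 100% = ARNT alone without TACC3; many hits fall short of the cut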
esBAF inh: Bmi1 luciferase reporter increase in mESCs, primary screen, esBAF inhibitor project, mouse ES cells, Bmi1 luciferase knock-in, single point; 24 h; 100% = twice the neutral-well signal; reporter increase, % at 12.5 µM; 350,000 compounds, 2% hits; AID 602393, 2012; in the data active means activation above about 40%;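 further: 0% = median of the plate's neutral control wells and 100% = double that signal; a rise in the Bmi1 reporter signal indicates esBAF inhibition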
Cneo AK release: Cryptococcus neoformans cell lysis inducers, primary screen, AK release luminescence, single concentration | C. neoformans lysis, adenylate kinase release luminescence, 4 h; normalised: neutral wells 0, clomiphene wells 100 | lysis activity, % at 15 µM | 360,000 compounds, 0.2% hits;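 active means mean lysis activity across replicates of at least 80%, whatever share of replicates individually reach that level; inactive means mean lysis activity below 80%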
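Material – log-phase Cryptococcus neoformans yeast cells · Input – 5 × 10^6 yeast cells/mL · Medium – fresh YPD growth medium · Doses – single compound concentration per well · Timing – static 4 h at 37 °C with compound, 1 h detection · Detection – adenylate kinase release luminescence · Read-out – signal increase indicating cell lysis · Control set – Clomiphene as positive lysis control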
Statin myotox sup: suppressors of statin myotoxicity in C2C12 myotubes, primary screen, cell-based, single point, plate reader. C2C12 myotubes + simvastatin, ATP luminescence, 48 h; scaled: DMSO 0, geranylgeraniol control 100. rescue of ATP level, % at 7.49 µM. 330,000 compounds, 0.78% hits;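 active means mean ATP rescue above about 67%, or every replicate alone reaching that limit, limit read from the data, passing the limit was not always enough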;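 further: myotubes were challenged with 10 µM simvastatin during compound exposure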
SIRT5 block: SIRT5 desuccinylase inhibitors, primary screen, biochemical, fluorescence imaging, single point, set 5; inhibition, % at 15 µM; Purified SirT5, succinyl-peptide AMC, trypsin-coupled fluorescence; NAD-dependent protein deacylase sirtuin-5, mitochondrial (Homo sapiens), Q9NXA8; 330,000 compounds, 1.1% hits; in the data active means inhibition above about 15%
Target sequence (Q9NXA8 whole entry, looked up): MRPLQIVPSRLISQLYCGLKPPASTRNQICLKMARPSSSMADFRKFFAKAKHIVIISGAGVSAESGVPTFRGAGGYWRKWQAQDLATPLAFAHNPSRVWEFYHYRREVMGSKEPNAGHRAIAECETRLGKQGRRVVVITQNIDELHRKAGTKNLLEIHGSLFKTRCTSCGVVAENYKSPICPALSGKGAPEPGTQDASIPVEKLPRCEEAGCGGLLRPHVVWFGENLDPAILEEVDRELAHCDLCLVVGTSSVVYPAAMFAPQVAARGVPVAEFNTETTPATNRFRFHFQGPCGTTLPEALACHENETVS
miR122 inh: miR-122 Renilla sensor signal increase in Huh7, primary screen, miR-122 inhibitor project, cell-based, single point, plate reader; Huh7 miR-122 Renilla luciferase sensor, 48 h; neutral wells = 0, positive control = 100; AID 602342, 2012; 340,000 compounds, 0.3% hits; activation (reporter increase), % at 12.5 µM;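 active means mean replicate activation score at least 90 and every replicate individually at or above 90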;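 further: higher luciferase means less miR-122 activity so hits act as miR-122 inhibitors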
* hit, by the source's call; nt = no result given; [ ] = dose if it differs, or a comment.

SMILES	ERp5 block	ARNT TACC3 PPI	esBAF inh	Cneo AK release	Statin myotox sup	SIRT5 block	miR122 inh
Cc1c(C(=O)Nc2ccncc2)oc2c1C(=O)CC(C)(C)C2	1	-1	0	0	-57	-2	-14
CCc1ccc(C2(C)SC(NC(C)=O)=NN2C(C)=O)cc1 (stereo not drawn)	nt	-4	-4	-1	-10	nt	-8
Cc1ccc(COc2cccc(/C=N/NC(=O)c3nnn(-c4nonc4N)c3C)c2)cc1	2	1	36	0	-93	-3	-7
Cc1nnc(SCC(=O)NCC2COc3ccccc3O2)s1 (stereo not drawn)	3	nt	6	-2	2	-2	0
CC(=O)c1nn(-c2cccc(Br)c2)cc1C(=O)c1ccco1	nt	-3	-2	18	nt	nt	-3
Cc1ccc(S(=O)(=O)N[C@@H]2CC[C@@H](CC(=O)NC3CCCCC3)O[C@@H]2CO)cc1	8	-8	2	-1	-3	-5	nt
CCc1ccc(NC(=O)Nc2ccc3c(c2)CCC3)cc1	0	10	53*	2	-34	-2	-6
CCN(C(=O)CSc1nnc(NCc2ccccc2)s1)C1CCS(=O)(=O)C1 (stereo not drawn)	0	4	-7	-1	-1	-3	30
C=CCOC(=O)C(=O)/C=C/c1c(C)n(C)n(-c2ccccc2)c1=O	3	-2	-6	0	1	-1	nt
O=C(CN1C(=O)NC2(CCCC2)C1=O)OCc1cccc(Br)c1	-1	-1	-4	-1	9	-1	nt
S=c1[nH]nc(COc2ccccc2)n1/N=C/c1ccc(Br)cc1	1	8	-6	-1	9	-3	-3
CN(C)c1ccc(CNCCC2(O)CCOC(C)(C)C2)cc1 (stereo not drawn)	nt	-8	-10	1	15	nt	-3
Cc1ccc(S(=O)(=O)N2[C@@H](c3ccc(Br)cc3)C(C(=O)O)=CC[C@H]2c2cccc(C)c2)cc1	-2	-4	-2	0	7	3	-4
CC(C)NC(=O)Nc1ccc2c(c1)C(=O)N([C@@H](C)CO)C[C@@H](C)[C@H](CN(C)CC1CCCCC1)OCCCC[C@@H](C)O2	-3	4	0	7	nt	4	-7[16.7 µM]
C[C@H]1CN([C@@H](C)CO)C(=O)Cc2cc(NC(=O)Cn3cnnn3)ccc2O[C@@H]1CN(C)Cc1ccc(C(=O)O)cc1	1	-6	-2	3	11	-4	-10[16.7 µM]
CC(=O)N1c2ccccc2S(=O)(=O)c2ccccc21	0	-2	2	-1	6	nt	-4
C=CCc1ccc(OCC(O)CN2CCN(Cc3ccc(Cl)cc3)CC2)c(OC)c1 (stereo not drawn)	7	6	nt	nt	nt	-3	nt
O=C(Nc1cccc(Cn2cccn2)c1)c1cc2c(s1)CCCC2	nt	12	24	nt	-38	nt	-6
Cc1ccccc1S(=O)(=O)N1C[C@H]2CON(C)[C@H]2C[C@H]1c1cccc(-c2ccc(C#N)cc2)c1	4	1	3	0	-2	-5	-3
CC(=O)O/C(=C\c1cn(C(C)=O)c2ccccc12)C(=O)O	6	-1	-2	-1	23	-1	-13
C[C@H]1CN([C@@H](C)CO)C(=O)Cc2cc(NS(C)(=O)=O)ccc2O[C@H]1CN(C)S(=O)(=O)c1ccccc1	-13	-8	0	1	-33	-5	-1[16.7 µM]
N#C[C@H]1[C@@H](c2ccc(C#CC3CC3)cc2)[C@@H](CO)N1C(=O)Cc1ccccn1	-2	-5	-3	-2	-16	-1	nt
Cc1noc(C)c1S(=O)(=O)Nc1ccc2c(c1)C(=O)N([C@H](C)CO)C[C@H](C)[C@H](CN(C)C(=O)c1ccncc1)OCCCC[C@H](C)O2	2	-9	10	-1	nt	3	4[16.7 µM]
Cc1noc(NC(=O)c2ccc(F)cc2)c1C#N	nt	-6	-5	8	-6	nt	-1

A different layout for some results above:
Results follow in this order: ERp5 block	ARNT TACC3 PPI	esBAF inh	Cneo AK release	Statin myotox sup	SIRT5 block	miR122 inh
> O=C(CN1C(=O)NC2(CCCC2)C1=O)OCc1cccc(Br)c1
  -1	-1	-4	-1	9	-1	nt
> S=c1[nH]nc(COc2ccccc2)n1/N=C/c1ccc(Br)cc1
  1	8	-6	-1	9	-3	-3
> CN(C)c1ccc(CNCCC2(O)CCOC(C)(C)C2)cc1 (stereo not drawn)
  nt	-8	-10	1	15	nt	-3
> Cc1ccc(S(=O)(=O)N2[C@@H](c3ccc(Br)cc3)C(C(=O)O)=CC[C@H]2c2cccc(C)c2)cc1
  -2	-4	-2	0	7	3	-4
> CC(C)NC(=O)Nc1ccc2c(c1)C(=O)N([C@@H](C)CO)C[C@@H](C)[C@H](CN(C)CC1CCCCC1)OCCCC[C@@H](C)O2
  -3	4	0	7	nt	4	-7[16.7 µM]
> C[C@H]1CN([C@@H](C)CO)C(=O)Cc2cc(NC(=O)Cn3cnnn3)ccc2O[C@@H]1CN(C)Cc1ccc(C(=O)O)cc1
  1	-6	-2	3	11	-4	-10[16.7 µM]
> CC(=O)N1c2ccccc2S(=O)(=O)c2ccccc21
  0	-2	2	-1	6	nt	-4
> C=CCc1ccc(OCC(O)CN2CCN(Cc3ccc(Cl)cc3)CC2)c(OC)c1 (stereo not drawn)
  7	6	nt	nt	nt	-3	nt
> O=C(Nc1cccc(Cn2cccn2)c1)c1cc2c(s1)CCCC2
  nt	12	24	nt	-38	nt	-6
> Cc1ccccc1S(=O)(=O)N1C[C@H]2CON(C)[C@H]2C[C@H]1c1cccc(-c2ccc(C#N)cc2)c1
  4	1	3	0	-2	-5	-3
> CC(=O)O/C(=C\c1cn(C(C)=O)c2ccccc12)C(=O)O
  6	-1	-2	-1	23	-1	-13
> C[C@H]1CN([C@@H](C)CO)C(=O)Cc2cc(NS(C)(=O)=O)ccc2O[C@H]1CN(C)S(=O)(=O)c1ccccc1
  -13	-8	0	1	-33	-5	-1[16.7 µM]
> N#C[C@H]1[C@@H](c2ccc(C#CC3CC3)cc2)[C@@H](CO)N1C(=O)Cc1ccccn1
  -2	-5	-3	-2	-16	-1	nt

(next part)
SMILES	ERp5 block	ARNT TACC3 PPI	esBAF inh	Cneo AK release	Statin myotox sup	SIRT5 block	miR122 inh
O=C(CC1CC1)Nc1ccc2c(c1)[C@H]1C[C@H](CC(=O)N3CCOCC3)O[C@H](CO)[C@H]1O2	nt	-6	-2	-4	-13	nt	1[16.7 µM]
Cc1cccc(C2=NN(c3ccccc3)[C@@H](C(=O)N3CCOC3=O)[C@@H]2c2ccc(Cl)cc2)c1	-6	-13	-7	2	-1	-3	nt
Cc1noc(C)c1NC(=O)N(C)C[C@H]1Oc2ccc(N(C)C)cc2C(=O)N([C@@H](C)CO)C[C@H]1C	7	-4	-3	9	-12	-4	4[16.7 µM]
CCCc1nnc(SCC(=O)Nc2ccc3c(c2)OCCO3)n1CCOC	1	-3	-6	5	1	-4	-2
CC1(c2ccccc2Br)NC(=O)N(CC(=O)N2CCc3ccccc3C2)C1=O (stereo not drawn)	4	-2	-2	1	-1	-1	-8
C[C@H]1CCCCO[C@@H](CN(C)Cc2ccc(C(=O)O)cc2)[C@@H](C)CN([C@@H](C)CO)C(=O)c2cc(NC(=O)CCCN(C)C)ccc2O1	2	5	-1	-5	nt	-1	-6[16.7 µM]
O=C(NC(=S)Nc1cc([N+](=O)[O-])ccc1Cl)c1ccccc1	nt	-2	28	-1	-43	nt	11
Cc1ccc(C(=O)Nc2nc(N)n(-c3ccccc3)n2)cc1	1	nt	nt	-2	nt	-3	8
O=C(NNC(=O)C1CC(c2cccnc2)=NO1)Nc1ccccc1F (stereo not drawn)	9	-1	-3	-1	-10	-1	-4
O=C1CC(c2ccc(F)cc2)C(n2cncn2)C(O)=C1C1NCCc2ccccc21 (stereo not drawn)	4	0	-3	0	1	nt	-3
CCn1cc(CN2CCC(n3nccc3NC(=O)CCCc3ccccc3)CC2)cn1	-3	1	-7	1	4	-5	nt
C[C@H]1CN([C@@H](C)CO)C(=O)c2cccc(NC(=O)Nc3ccccc3)c2O[C@@H]1CN(C)C(=O)NC1CCCCC1	-4	nt	-3	0	-26	2	6[16.7 µM]
C[C@H]1CN([C@@H](C)CO)C(=O)c2cc(C#CCN(C)C)cnc2O[C@H]1CN(C)C(=O)Cc1ccncc1	-2	4	3	-5	10	3	2[16.7 µM]
O=S(=O)(N[C@H]1CC[C@H](CCn2cc(-c3ccccn3)nn2)O[C@@H]1CO)c1cccc(F)c1	-2	78*	3	-2	-9	1	nt
Cn1c(SCC(=O)N2CCOCC2)nc(O)cc1=O	nt	-3	-3	0	-26	nt	nt
CN(CCc1ccccc1)C(=O)c1ccc(NC(=O)Cc2cccc(NC(=O)C3CCN(C(=O)CCc4ccccc4)CC3)c2)cc1	1	1	8	-2	5	nt	nt
COc1cccc(OC)c1C(=O)Nc1cccc(NC(=O)c2cccs2)c1	1	1	2	2	5	4	-4
CN(C)C(=O)C[C@H]1CC[C@H]2[C@@H](COC[C@H](O)CN2C(=O)C2CCOCC2)O1	1	-5	-4	53	5	0	5[16.7 µM]
Cc1ccccc1S(=O)(=O)N1[C@H](C#N)[C@H](c2ccccc2)[C@H]1CO	-4	18	1	1	8	2	nt
Cc1c(C(=O)NCCSCc2c(F)cccc2Cl)cnn1-c1ccc(F)cc1	-3	-24	5	4	7	-1	-1
COc1ccc(Cc2nnc(SCC(=O)Nc3ccccc3C#N)o2)cc1	4	-2	-4	1	-3	-2	5
CCCCOC1CC(c2ccc(OCc3ccc(OC)cc3)c(OC)c2)N(C)O1 (stereo not drawn)	-1	-5	17	nt	5	-1	-1
CCOC(=O)c1c(NC(=O)c2ccc(S(=O)(=O)N(C)CC3CCCO3)cc2)sc2c1CCN(C)C2 (stereo not drawn)	-4	-1	0	-1	-12	0	nt
COC(=O)c1cc(C(=O)N2CCN(c3ccccc3OC)CC2)cc([N+](=O)[O-])c1	-1	-3	nt	nt	nt	-1	nt
CCC(C)(C)NC(=O)C(c1ccccc1Cl)N(C(=O)CCC(=O)Nc1cc(C)on1)C1CC1 (stereo not drawn)	-3	5	1	0	12	0	-6
O=c1[nH]c(CN2CCN(c3ncccn3)CC2)nc2c(Br)cc(Br)cc12	2	-5	nt	2	nt	2	-1
CCN(CC)S(=O)(=O)c1ccc(C(=O)N2CCN=C2SCc2cccnc2)cc1	nt	-1	nt	-1	nt	nt	-3
CCN(CC)S(=O)(=O)c1cccc(NC(=O)CC2CCCC2)c1	2	24	-4	0	-3	1	26
CNC(=O)C1(C)C=CC2(CCCCC2)N1C(=O)OC (stereo not drawn)	1	0	-4	-2	-7	nt	-3
CCC(=O)Nc1c(C(=O)N2CCN(c3ccccn3)CC2)cnn1-c1ccc(C)cc1	-2	-27	nt	nt	nt	-4	nt
COCCCNC(=O)c1csc([C@H]2C[C@H](O)[C@@H](CO)O2)n1	8	nt	1	2	1	-9	-9
Cc1ccc(-c2noc(C3CCCN(C(=O)c4ccccc4)C3)n2)o1 (stereo not drawn)	nt	-10	23	4	6	nt	-1
C/C(=N\N=C1\NC(=O)C(CC(=O)Nc2ccc(Cl)cc2)S1)c1ccco1 (stereo not drawn)	4	-2	4	0	nt	2	nt
Cc1ccc(S(=O)(=O)N(C)CC(=O)Oc2ccc(-c3nnco3)cc2)cc1	-2	nt	-10	0	2	-4	-3

Assay outcomes: PubChem BioAssay, Broad Institute
